# AmpC no deterg: qHTS Inhibitors of AmpC Beta-Lactamase (assay without detergent); P00811; AmpC nitrocefin hydrolysis, absorbance 480 nm, 0.0001% Triton; Potency, µM (doses to about 57.1 µM), inactives show at the top dose activity change, negative = inhibition, hits mostly inhibitors; actives 0.52% (n = 330,000); AID 485341, 2010;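 further: potency means the concentration at half of the fitted maximal effect; plate controls were no compound for no effect and no enzyme for full effect; nearly all actives have a fitted effect of over 20% in size; some results filed as inactive show a strong effect at the top dose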
# Target sequence (P00811 whole entry, looked up): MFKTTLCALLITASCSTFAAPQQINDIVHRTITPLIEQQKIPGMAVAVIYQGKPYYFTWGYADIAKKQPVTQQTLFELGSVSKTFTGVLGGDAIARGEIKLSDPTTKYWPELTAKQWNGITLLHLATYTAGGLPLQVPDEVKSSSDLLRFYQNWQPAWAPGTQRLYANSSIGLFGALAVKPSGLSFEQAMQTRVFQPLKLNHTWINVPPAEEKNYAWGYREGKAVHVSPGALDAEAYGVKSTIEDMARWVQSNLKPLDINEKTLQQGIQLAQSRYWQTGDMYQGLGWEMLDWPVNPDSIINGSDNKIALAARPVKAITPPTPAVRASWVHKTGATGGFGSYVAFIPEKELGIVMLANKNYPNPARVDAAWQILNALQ
#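 20 mM phosphate pH 7.0 + 0.01% (detergent screen) or 0.0001% Triton X-100; 5.3 nM AmpC reagent; cpd preinc 15 min RT; nitrocefin (800 uM stock) to start; A480 q20 s × 4 min; Activity was normalised to no-enzyme and no-compound control wells.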
# HCMV antiviral: qHTS Assay for inhibitors of the human cytomegalovirus (HCMV); HFF cells, HCMV-luciferase reporter, 72 h; stronger effect = lower value; activity change, negative = inhibition, % at 57.5 µM; actives 4.5% (n = 410,000); AID 1259415, 2018; in the data active means activity change below about -60%; inconclusive means no clear call, values can overlap the other calls; inactive means above about -39%
#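 Two-dose cell screen: HFF monolayers treated with compounds and infected with luciferase-expressing HCMV at 1 PFU/cell, 72 h at 37C, then lysed for luciferase measurement.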
# LmPK inhibitor: qHTS Assay for Inhibitors of Leishmania Mexicana Pyruvate Kinase (LmPK) | Q27686 | purified LmPK, Kinase-Glo ATP luminescence, 1 h | Potency, µM (doses to about 57.5 µM), for inactives: top-dose activity change, negative = inhibition, most hits filed as inhibitors | actives 0.37% (n = 290,000) | AID 1721, 2009; further: potency means the concentration at half of the fitted maximal effect
# Target sequence (Q27686 whole entry, looked up): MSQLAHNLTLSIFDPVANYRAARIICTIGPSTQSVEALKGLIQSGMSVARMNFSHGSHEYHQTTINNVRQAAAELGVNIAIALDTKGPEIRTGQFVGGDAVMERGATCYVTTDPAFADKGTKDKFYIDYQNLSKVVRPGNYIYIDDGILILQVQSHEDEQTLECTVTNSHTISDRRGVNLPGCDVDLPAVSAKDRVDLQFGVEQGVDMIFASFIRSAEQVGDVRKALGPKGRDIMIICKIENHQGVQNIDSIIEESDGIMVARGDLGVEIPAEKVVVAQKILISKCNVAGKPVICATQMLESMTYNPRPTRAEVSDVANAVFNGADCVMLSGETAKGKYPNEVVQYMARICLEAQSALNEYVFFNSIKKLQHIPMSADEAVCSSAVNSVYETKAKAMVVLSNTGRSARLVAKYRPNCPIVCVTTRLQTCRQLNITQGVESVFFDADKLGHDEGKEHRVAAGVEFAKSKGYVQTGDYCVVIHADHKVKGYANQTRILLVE
#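 0.1 nM LmPK, 0.5 mM PEP, 0.1 mM ADP; 50 mM imidazole pH 7.2, 7 mM MgCl2, 50 mM KCl; 1 h RT. Kinase-Glo luminescence readout, normalized to no-enzyme (full inhibition) and uninhibited wells.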
# AmpC inh detg: qHTS Inhibitors of AmpC Beta-Lactamase (assay with detergent); AmpC hydrolysis of nitrocefin, absorbance 480 nm, 0.01% Triton; Potency, µM (highest dose often 114 µM), inactives show at the highest dose activity change, negative = inhibition, most hits filed as inhibitors; actives 0.041% (n = 370,000); AID 485294, 2010;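 further: potency means the concentration at half of the fitted maximal effect; 0% = no-compound wells and -100% = no-enzyme wells; nearly all actives have a fitted effect of over 25% in size; some results filed as inactive show a strong effect at the top dose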
#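 20 mM phosphate pH 7.0 + 0.01% (detergent screen) or 0.0001% Triton X-100; 5.3 nM AmpC reagent; cpd preinc 15 min RT; nitrocefin (800 uM stock) to start; A480 q20 s × 4 min; Activity was normalised to no-enzyme and no-compound control wells.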
# Sm TGR inh: qHTS Assay for the Inhibitors of Schistosoma Mansoni Peroxiredoxins | Potency, µM (doses to about 114 µM), for the others: top-dose activity change, negative = inhibition, hits mostly inhibitors | actives 3% (n = 360,000) | purified TGR, DTNB reduction, TNB absorbance 405 nm; further: potency means the concentration at half of the fitted maximal effect; nearly all actives have a fitted effect of over 60% in size
#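 Kinetic colorimetric format: TGR-catalysed, NADPH-driven DTNB reduction monitored via TNB absorbance. Enzyme dispensed at 20 nM; compound exposure 15 min at room temperature before reaction start.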
# TbPYK inhibitor: qHTS of Trypanosoma Brucei Inhibitors; pyruvate kinase (Trypanosoma brucei), Q57TT1; Potency, µM (highest dose often 76.8 µM), inactives show at the top dose activity, negative = inhibition, most hits filed as inhibitors; actives 0.12% (n = 410,000); AID 624173, 2012; TbPYK enzyme, Kinase-Glo Plus ATP luminescence, 45 min; further: potency means the concentration at half of the fitted maximal effect; nearly all actives have a fitted effect of over 50% in size
#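 In this concentration-response screen, enzyme-free wells defined baseline while DMSO plates tracked drift. Each reaction combined TbPYK, substrate, compound and 130 uM ADP for 45 min at room temperature. Kinase-Glo Plus luminescence gave the signal.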
# AMA1 RON2 block: qHTS for Inhibitors of AMA1-RON; Towards Development of Antimalarial Drug Lead: Primary Screen; actives 0.2% (n = 360,000); AlphaScreen AMA1-biotinylated RON2 peptide binding; AID 720542, 2013; Plasmodium falciparum AMA1 (3D7) - RON2 peptide interaction; Potency, µM (highest dose often 58.2 µM), for inactives: top-dose activity change, negative = inhibition, usual class: inhibitors;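 further: potency means the concentration at half of the fitted maximal effect; 0% = vehicle wells and -100% = peptide control; nearly all actives have a fitted effect of over 45% in size; some results filed as inactive show a strong effect at the top dose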
#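 AMA1 (3D7) with his tag at 25 nM final met compounds first, then biotinylated RON2 peptide at 25 nM; detection used donor plus acceptor beads, 10 µg/mL apiece, read by AlphaScreen after 30 min at room temperature.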
# Active calls of the source: *; ? = inconclusive; . = no result given; & = joins results of further samples; [ ] = another dose, or the depositor's remark. Unless noted, the call rests on the fitted dose curve; in most records, active means well fitted curve in the direction sought with a large enough effect; inconclusive means small, poorly fitted or top-dose-only effect, or another doubt; inactive means no such curve, though single readings can be large; an effect the other way counts as inactive or inconclusive. Unless noted, on the % scale 0 is the no-effect control and ±100 the full control effect.
# Order of values – TbPYK inhibitor	AmpC inh detg	AmpC no deterg	LmPK inhibitor	HCMV antiviral	AMA1 RON2 block	Sm TGR inh
Cc1cnccc1CNC(=O)C1CCC(=O)N(Cc2ccc(Cl)cc2)C1 (stereo not given)
→ 2.3%	-8.0%	-1.5%	0.8%	-21.3	0.9%	?
O=S1(=O)CCN(C2CC2)CC1
→ -14.3%	.	.	.	-25.0	2.8%	.
COc1ccc(Cl)cc1N(C)C(=O)CCc1nc(-c2ccc(C)cc2)no1
→ 2.2%	-10.3%	104.0%[activator]	-0.6%	-39.4	3.6%	-6.1%
CC1(C(=O)NCc2ccccn2)CCN1C(=O)Cc1ccc(Cl)cc1Cl (stereo not given)
→ -2.4%	.	.	.	?	2.4%	.
O=C(CC(CC(=O)c1ccccc1)c1ccco1)c1ccccc1
→ -0.5%	.	.	.	-38.2	-1.9%	.
COc1ccc(-n2c(O)c(C=Nc3ccccc3)c3ccccc3c2=O)cc1
→ -13.1%	2.2%	-13.8%	1.7%	?	0.0%	-0.9%
Cc1ccccc1NC(=S)NC(NC(=O)c1ccco1)C(Cl)(Cl)Cl (stereo not given)
→ -17.1%	?	-38.5%	-0.7%	40.8	0.2%	?
O=C(Nc1cc([N+](=O)[O-])ccc1F)c1cccs1
→ -4.5%	-7.9%	-8.8%	3.0%	-22.8	-10.4%	-9.3%
Nc1ccccc1Nc1nc2ccccc2[nH]1
→ 0.1%	4.8%	-28.3%	-2.6%	-18.7	-13.7%	-16.1%
CCc1ccc(-n2c(SCc3ccccc3Cl)nc3[nH]ncc3c2=O)cc1
→ 2.3%	-7.3%	.	.	-105.3*	.	0.0%
CC(C)(C)c1ccc(-c2nnc3sc(-c4ccncc4)nn23)cc1
→ ?	1.0%	0.4%	3.5%	-26.4	-20.4%	7.6%
O=C(Nc1ccccc1C(F)(F)F)c1cc(S(=O)(=O)N2CCOCC2)ccc1F
→ -1.5%	-0.1%	-2.9%	1.9%	-13.0	-1.5%	-20.8%
CC(NC(=O)COC(=O)C1CCC1)c1ccccc1 (stereo not given)
→ 5.5%	-4.7%	4.0%	.	-21.2	-13.3%	-10.2%
CC(=O)OCC(=O)[C@H]1CC[C@H]2[C@@H]3CCC4=CC(=O)CC[C@]4(C)[C@H]3CC[C@]12C
→ 5.9%&5.9%	-5.9%	3.9%	-2.4%	-33.2	18.1%	-0.2%
CCc1ccc(Nc2nc(C)cc(C)c2C(N)=O)cc1
→ -0.7%	-2.4%	-2.2%	-2.3%	12.1	-8.9%	4.2%
Cc1ccccc1Cn1c2ccccc2c2cnn(CC(=O)NCCc3ccc(Cl)cc3)c(=O)c21
→ -1.7%	17.3%	.	.	12.3	.	-2.5%
CCCN(CC1COc2ccccc2O1)C(=S)Nc1ccc(C)cc1 (stereo not given)
→ -6.6%	2.3%	-37.8%	3.8%	10.5	-3.9%	0.8%
CCN(CC(=O)Nc1ccc(NC(C)=O)cc1)C(=O)Cc1ccc(Cl)c(Cl)c1
→ -13.3%	7.4%	0.4%	7.5%	-64.3*	-0.4%	3.3%
Cc1ccc(CN2CCN(Cc3cn[nH]c3-c3cccc(F)c3)CC2CCO)o1 (stereo not given)
→ -2.6%	-3.9%	40.5%	7.6%	16.3	5.9%	-32.1%
CCOc1ccccc1CN1CCNC(=O)C1CC(=O)N(C)CCc1ccccn1 (stereo not given)
→ -18.4%	2.8%	52.5%	-0.9%	-22.9	-13.4%	?
COc1ccc(-c2noc(CN(C(=O)c3ccc(OC(C)=O)cc3)C(C)C)n2)cc1OC
→ -1.0%	-4.4%	115.4%[activator]	6.6%	44.0	-3.6%	0.2%
Nc1nc(Nc2ccccc2)n[nH]1
→ -1.0%	9.3%	-14.5%	0.0%	-20.7	-3.7%	8.0%
Cc1cccc(NC(=O)C2CCN(S(=O)(=O)c3cccc4cccnc34)CC2)c1
→ 3.8%	-10.9%	-47.6%	6.7%	-27.4	1.2%	5.6%
CCOc1ccc(NC(=S)N(CCN2CCOCC2)Cc2cc3cc4c(cc3[nH]c2=O)OCCO4)cc1
→ -3.5%	6.8%	188.5%[activator]	-0.9%	18.2	-5.7%	1.3%
C=CCN(CC=C)CC(O)CN(c1cc([N+](=O)[O-])ccc1OC)S(=O)(=O)c1ccccc1 (stereo not given)
→ 3.5%	-2.9%	1.8%	-0.6%	-107.3*	-17.3%	-15.7%
O=C(O/N=C1\CCCc2ccccc21)C1CC1
→ -5.8%	?	-12.0%	0.6%	-6.6	2.9%	-0.4%
Cc1noc(C)c1S(=O)(=O)N1CCCC(C(=O)Nc2cccnc2)C1 (stereo not given)
→ 1.6%	7.4%	-0.8%	1.0%	20.2	-2.0%	-1.7%
O=[N+]([O-])c1cc2c(cc1/C=N/n1cnnc1)OCO2
→ -1.5%	2.3%	-9.2%	-6.8%	28.4	9.9%	-1.3%
COc1ccc(C(=O)N/C(=C\c2cc(OC)c(OC)cc2[N+](=O)[O-])C(=O)NCCO)cc1
→ 6.6%	-6.3%	16.5%	3.4%	-1.1	3.0%	.
Cc1cccc(N2C(=O)c3ccc(C(=O)Nc4ccccn4)cc3C2=O)c1
→ 2.4%	-8.3%	-27.0%	5.3%	-33.3	-6.5%	-11.0%
CCCCN(C(=O)/C=C/c1ccco1)c1c(N)n(CC(C)C)c(=O)[nH]c1=O
→ -1.4%	-1.2%	-4.7%	-4.0%	-7.1	-3.0%	44.7µM*
O=C(COC(=O)/C=C/c1ccc(S(=O)(=O)N2CCOCC2)cc1)NCc1ccc(Cl)cc1
→ 0.5%	-5.4%	-8.4%	8.9%	27.4	-2.7%	1.1%
CC(=O)N1CCc2cc(Br)cc(S(=O)(=O)NCCN3CCCCC3C)c21 (stereo not given)
→ -0.4%	0.9%	-18.7%	-2.4%	-22.3	18.7%	-24.8%
COc1ccccc1C(=O)OC1CCCN(C)C1 (stereo not given)
→ -1.6%	1.7%	-11.9%	-1.4%	4.0	9.1%	5.1%
Cc1cc(C)c(C(=O)Nc2ccc(Br)c(C(F)(F)F)c2)c(C)c1
→ 3.1%	-0.6%	-50.6%	-2.9%	?	34.4%[activator]	4.1%
COc1nc(-c2ccccc2)c2cc(C)ccc2n1
→ 2.8%	1.0%	-11.5%	3.7%	-0.6	0.9%	-18.7%
O=C(c1ccco1)N1CCN(C(=O)C2CC(c3ccc(Cl)cc3)=NO2)CC1 (stereo not given)
→ 8.3%	3.9%	48.7%	2.0%	-28.1	11.4%	-2.1%
c1ccc(Cn2c(Nn3cnnc3)nc3ccccc32)cc1
→ 0.0%	-4.7%	-19.6%	0.1%	-24.7	1.5%	9.8%
COc1ccc2c(c1)[C@H]1[C@H](CO2)[C@H](c2ccccc2)[C@]2(C)C(=O)Nc3ccc(C)cc3C(=O)N12
→ 2.6%	.	5.3%	.	-26.4	-3.6%	.
Cc1ccc(C(=O)Nc2c(-c3ccc(Cl)cc3)[nH][nH]c2=O)cc1
→ -12.2%	.	.	.	-3.4	31.9%[activator]	.
N#CC(C(=O)OC1CCCCC1)c1nc2ccccc2nc1N1CCOCC1 (stereo not given)
→ 3.2%	?	-14.8%	0.2%	-77.6*	3.1%	-2.0%
Cc1cc(OCC(=O)NNC(=S)NCC2CCCO2)cc(C)c1Cl (stereo not given)
→ ?	-1.9%	-30.9%	-3.4%	32.2	35.1%[activator]	1.3%
Cc1ccccc1NC(=O)c1cccc(C(=O)Nc2ccccc2C)n1
→ 0.6%	5.6%	-1.6%	-1.0%	?	10.5%	-39.6%
CCN1CCCC1CN(Cc1cc2cc(C)ccc2[nH]c1=O)C(=O)Nc1ccccc1OC (stereo not given)
→ -7.8%	11.5%	102.9%[activator]	5.4%	10.9	-1.6%	-13.9%
Cc1ccc2c(=O)c(C(=O)c3ccc(F)cc3)cn(CC(=O)NCc3ccccc3)c2n1
→ -1.3%	28.9%	.	.	3.8	.	4.9%
NC(=O)c1ccccc1NS(=O)(=O)c1ccc(F)cc1
→ 3.4%	-2.0%	-17.5%	4.8%	13.3	7.2%	-1.6%[57.1 µM]
CCOC(=O)c1c(C)c2c(n1C)CCC/C2=N\O
→ 0.4%	-12.0%	-18.0%	4.9%	-9.1	-7.3%	0.0%
Cc1ccc(C)c(/C=C2\CCn3c2nc2cc(C(=O)O)ccc2c3=O)c1
→ -9.4%	-14.2%	-24.1%	-2.0%	1.8	7.6%	-3.5%
Cn1c(=O)n(C)c2cc(S(=O)(=O)N3CCOCC3)ccc21
→ 2.3%	-7.0%	-13.6%	-1.2%	88.1	-2.7%	-11.4%
Cc1cccnc1NC1CCCCC1
→ -1.5%	8.6%	-14.5%	2.5%	?	-6.2%	-1.8%
O=C1CC(c2ccccc2)Cc2[nH]c(=O)c(-c3nc(-c4ccc(F)cc4)cs3)cc21 (stereo not given)
→ 7.8%	20.6%	.	.	16.8	.	-1.3%
CCOc1ccc(CN2CCN(Cc3cccn3-c3ncccn3)CC2CCO)cc1 (stereo not given)
→ 0.0%	-4.7%	42.2%	3.7%	5.3	-11.6%	-13.8%
CC1CC(C)CN(c2nc3c(c(=O)[nH]c(=O)n3C)n2CCCSc2nc3ccccc3s2)C1 (stereo not given)
→ 7.5%	.	.	.	16.4	10.2%	.
N#Cc1nc(-c2ccc(F)cc2)oc1NCc1cccc2c1OCO2
→ 0.8%	-9.5%	-19.3%	3.2%	-8.8	0.0%	-9.2%
CCCCNS(=O)(=O)c1ccc(N2CCCCS2(=O)=O)cc1
→ 1.5%	3.0%	.	.	-18.5	.	3.9%

# Retrieved by compound from above:
# Order of values – TbPYK inhibitor	AmpC inh detg	AmpC no deterg	LmPK inhibitor	HCMV antiviral	AMA1 RON2 block	Sm TGR inh
CC1CC(C)CN(c2nc3c(c(=O)[nH]c(=O)n3C)n2CCCSc2nc3ccccc3s2)C1 (stereo not given)
→ 7.5%	.	.	.	16.4	10.2%	.
CCN1CCCC1CN(Cc1cc2cc(C)ccc2[nH]c1=O)C(=O)Nc1ccccc1OC (stereo not given)
→ -7.8%	11.5%	102.9%[activator]	5.4%	10.9	-1.6%	-13.9%

# No enrichment for hits; about 7.4% have a hit in one of these screens.
